proCasp3 act: procaspase-3 (human) activation | P42574 | recombinant procaspase-3 D3A, Ac-DEVD-pNA absorbance 405 nm | activation, % at 8.5 µM | 0.11% of 330,000 active | AID 463141;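 active means activation above the mean of all tested compounds plus 3 SD, cut at about 21% in these data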;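 further: 0% = DMSO alone and 100% = DMSO wells spiked with extra 5 µM PC-3 D3A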
Target sequence (P42574 whole entry D9A/D28A/D175A): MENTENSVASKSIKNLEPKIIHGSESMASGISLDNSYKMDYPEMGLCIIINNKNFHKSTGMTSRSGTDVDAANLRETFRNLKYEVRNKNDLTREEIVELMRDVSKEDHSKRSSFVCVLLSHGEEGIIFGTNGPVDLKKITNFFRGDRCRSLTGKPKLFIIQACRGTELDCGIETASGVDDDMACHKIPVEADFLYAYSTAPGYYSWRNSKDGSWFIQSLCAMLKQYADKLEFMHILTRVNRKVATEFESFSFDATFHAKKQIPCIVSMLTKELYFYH
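Evaluation: percent activation relative to control range; Material: Procaspase-3 D3A mutant, all three cleavage aspartates alanine; Compound: single dose, 8.5 µM nominal compound, 0.8% DMSO; Replication: one well per compound; Signal: absorbance at 405 nm, 0 and 120 min; Schedule: 1 h preincubation plus 2 h reaction at 25 °C.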
PP1 counter: counter-screen for PP5 inhibitors: inhibitors of human PP1-alpha. P62136. purified PP1alpha, OMFP fluorescence. inhibition, % at 6.7 µM. 0.9% of 320,000 active;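 active means inhibition above the mean inhibition of all tested compounds plus 3 SD, computed separately for each screening campaign, cut at about 15% in these data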
Target sequence (P62136 whole entry, looked up): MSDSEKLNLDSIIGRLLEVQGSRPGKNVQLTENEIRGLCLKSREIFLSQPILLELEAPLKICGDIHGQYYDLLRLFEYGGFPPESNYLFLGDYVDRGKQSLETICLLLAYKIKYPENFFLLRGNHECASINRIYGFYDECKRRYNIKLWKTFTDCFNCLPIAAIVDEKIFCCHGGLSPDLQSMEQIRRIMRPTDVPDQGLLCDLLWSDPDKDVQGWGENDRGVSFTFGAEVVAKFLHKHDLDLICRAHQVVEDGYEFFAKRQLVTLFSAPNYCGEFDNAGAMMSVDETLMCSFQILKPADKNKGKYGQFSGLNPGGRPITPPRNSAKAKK
GASC-1 inh: inhibitors of human GASC-1 (JMJD2C) demethylase; Q9H3R0; inhibition, % at 2.35 µM; 0.069% of 330,000 active; AID 2099; GST-JMJD2C(1-420) H3K9me3 demethylation, DELFIA europium;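 active means more than half of a compound's replicate wells show inhibition beyond 50%, single wells judged on their own value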;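 further: signal counts dimethyl H3K9 product captured on neutravidin plate; 0% = median of DMSO wells and 100% = 0.3 times that DMSO median; strong numbers were not always called active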
CTSL1 counter: blocks F. hepatica cathepsin L1 in PFM18AAP counter-screen; recombinant F. hepatica cathepsin L1, Z-Leu-Arg-MCA fluorescence; 0.49% of 300,000 active; inhibition, % at 5.96 µM; AID 1906;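 active means inhibition above the mean of all tested compounds plus 3 SD, set per screening campaign, cut at about 17% in these data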;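 further: 0% = plate median of test compound wells and 100% = 1 µM Z-Phe-Ala-diazomethylketone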
PP5 primary: inhibitors of human protein phosphatase 5 (PP5) | AID 1987 | inhibition, % at 6.7 µM | purified PP5c, OMFP substrate fluorescence | 0.18% of 320,000 active;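 active means inhibition above the campaign's mean inhibition across all tested compounds plus 3 SD, cut at about 9.5% in these data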;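 further: 0% = DMSO only and 100% = 100 µM cantharidin control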
HCV core dimer: blocks dimerization of HCV core protein; 0.33% of 300,000 active; TR-FRET GST/Flag-core106 dimerization, 1536-well; inhibition, % at 5 µM;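 active means inhibition above the mean of all tested compounds plus 3 SD, set per screening campaign, cut at about 45% in these data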
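Assay system: GST-tagged and Flag-tagged HCV core protein residues 1-106 / Times: compound-protein-antibody incubation 4 h at 22.5 °C / Signal: time-resolved FRET, ex 340 nm, em 617 and 671 nm / Evaluation: % inhibition based on acceptor/donor emission ratio / Benchmarks: wells lacking GST-core106 and wells with excess unlabelled core106 / Repeats: singlicate, one well per compound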
proCasp7 act: activates human procaspase-7, counter-screen for procaspase-3 activators; recombinant procaspase-7, Ac-DEVD-pNA absorbance 405 nm; D23A/D198A/D206A triple mutant, cannot self-cleave; scale: DMSO 0, 5 µM enzyme 100; P55210; 0.093% of 330,000 active; AID 463210; activation, % at 8.5 µM;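 active means percent activation above the screen-wide mean plus 3 SD, cut at about 25% in these data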
Target sequence (P55210 whole entry D23A/D198A/D206A): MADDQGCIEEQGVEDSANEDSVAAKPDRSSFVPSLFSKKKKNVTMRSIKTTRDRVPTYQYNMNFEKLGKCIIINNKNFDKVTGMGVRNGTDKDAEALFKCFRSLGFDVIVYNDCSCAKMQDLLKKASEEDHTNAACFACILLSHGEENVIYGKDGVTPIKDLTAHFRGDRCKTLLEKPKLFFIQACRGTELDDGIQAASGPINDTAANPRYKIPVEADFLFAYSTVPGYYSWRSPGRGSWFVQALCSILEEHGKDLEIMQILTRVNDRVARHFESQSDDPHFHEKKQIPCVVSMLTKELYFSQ
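Assay system: Uncleavable procaspase-7 mutant enzyme | Input: 2 µM procaspase-7 mutant as dispensed | Timing: 1 h compound preincubation, 2 h substrate cleavage, 25 °C | Repeats: One well per compound | Control set: DMSO wells as 0%, DMSO with 5 µM added PC-7 as 100% | Technique: Epi-absorbance of released pNA at 405 nm, two timepoints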
Efflux pump inh: blocks antifungal efflux pumps in multiplex yeast assay. S. cerevisiae Candida pump triplex, Nile Red efflux. inhibition, % at 10 µM. 0.44% of 330,000 active;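 active means plate passing quality check with inhibition over a set limit, or well fluorescence over plate mean plus 4 SD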;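 further: Nile Red retained in pooled yeast measured as flow cytometry median fluorescence; 0% = buffer negative control and 100% = Enniatin B positive control; higher means more Nile Red kept so more efflux inhibition; some compounds called inactive have numbers as strong as hits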
TPT1 inhibitor: inhibitors of Candida albicans tRNA 2'-phosphotransferase TPT1; recombinant caTPT1, FP RNA substrate dephosphorylation; inhibition, % at 5 µM; 0.81% of 300,000 active; AID 1962;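 active means inhibition above the mean of all tested compounds plus 3 SD, set per screening campaign, cut at about 24% in these data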;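 further: plate controls were DMSO alone for no effect and ferristatin control at 100 nM for full effect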
* marks the source's active call; other numbers are inactive results. Random draw from the library; overall some 2.9% were active at least once.

`COc1cc(C(=O)NNC(=O)c2ccoc2C)cc(OC)c1OC` gave proCasp3 act -2.7, PP1 counter -0.3, GASC-1 inh -3.2, CTSL1 counter 5.6, PP5 primary -0.3, HCV core dimer -9.8, proCasp7 act 2.6, Efflux pump inh 0.0 and TPT1 inhibitor -0.5.
Screening O=C(N/N=C/c1cc(Cl)cc(Cl)c1O)c1ccncc1 returned proCasp3 act -8.8, PP1 counter 6.5, GASC-1 inh -6.1, CTSL1 counter 5.2, PP5 primary 4.3, HCV core dimer -9.2, proCasp7 act 4.2, Efflux pump inh -0.1 and TPT1 inhibitor 40.0*.
For Nc1nc(NC(=O)c2cccs2)nn1-c1ccccc1 the results were proCasp3 act 8.6, PP1 counter 3.2, GASC-1 inh 25.3, CTSL1 counter 2.6, PP5 primary 1.4, HCV core dimer -7.9, proCasp7 act 7.4, Efflux pump inh -0.1 and TPT1 inhibitor -6.2.
Screening COc1cc(Cl)ccc1OCc1cc(C(=O)N[C@H]2CCCCNC2=O)no1 returned proCasp3 act 2.1, PP1 counter -4.1, GASC-1 inh 0.4, CTSL1 counter 0.6, PP5 primary 0.6, HCV core dimer 2.4, proCasp7 act 10.3, Efflux pump inh 0.0 and TPT1 inhibitor -3.4.
Cc1nn(C)c(Cl)c1CN1CCCC(CO)(Cc2ccccc2)C1 (configuration not stated) was read as proCasp3 act 1.5, PP1 counter -4.8, GASC-1 inh 9.7, CTSL1 counter -0.4, PP5 primary -1.2, HCV core dimer -0.2, proCasp7 act 5.0, Efflux pump inh -0.1 and TPT1 inhibitor 3.8.
`Cc1ccsc1/C=N/NC(=O)c1ccco1` gave proCasp3 act 3.4, PP1 counter -4.6, GASC-1 inh 26.8, CTSL1 counter -1.1, PP5 primary -0.2, HCV core dimer -5.5, proCasp7 act 10.6, Efflux pump inh -0.1 and TPT1 inhibitor -2.7.
Screening CC(=O)c1c(C)[nH]c(C(=O)OCC(=O)N2CCc3ccccc32)c1C returned proCasp3 act -3.7, PP1 counter 14.2, CTSL1 counter 0.6, PP5 primary 4.0, HCV core dimer 15.1, proCasp7 act -1.4, Efflux pump inh 0.3 and TPT1 inhibitor 3.7.
O=C(COC(=O)CCS(=O)(=O)c1ccccc1)Nc1cc(S(=O)(=O)N2CCCCC2)ccc1Cl was read as proCasp3 act -12.5, PP1 counter 1.5, GASC-1 inh 13.9, CTSL1 counter -39.7, PP5 primary 0.2, HCV core dimer 6.6, proCasp7 act 11.8, Efflux pump inh -0.1 and TPT1 inhibitor -2.4.
Screening C/C(=N\NC(=O)c1c(Cl)cnn1C)c1cccc(NC(=O)C(C)C)c1 returned proCasp3 act 4.6, PP1 counter -1.9, GASC-1 inh -12.9, CTSL1 counter 0.9, PP5 primary 1.9, HCV core dimer -5.4, proCasp7 act 5.2, Efflux pump inh 0.1 and TPT1 inhibitor 0.4.
`CCOC(=O)Nc1ccc(S(=O)(=O)N(C)C(C)C)cc1` gave proCasp3 act -5.1, PP1 counter -2.4, GASC-1 inh -0.3, CTSL1 counter -2.8, PP5 primary 2.8, HCV core dimer 0.7, proCasp7 act -4.8, Efflux pump inh 0.0 and TPT1 inhibitor 4.0.

A run of entries from further up:
`Cc1ccsc1/C=N/NC(=O)c1ccco1` gave proCasp3 act 3.4, PP1 counter -4.6, GASC-1 inh 26.8, CTSL1 counter -1.1, PP5 primary -0.2, HCV core dimer -5.5, proCasp7 act 10.6, Efflux pump inh -0.1 and TPT1 inhibitor -2.7.
Screening CC(=O)c1c(C)[nH]c(C(=O)OCC(=O)N2CCc3ccccc32)c1C returned proCasp3 act -3.7, PP1 counter 14.2, CTSL1 counter 0.6, PP5 primary 4.0, HCV core dimer 15.1, proCasp7 act -1.4, Efflux pump inh 0.3 and TPT1 inhibitor 3.7.

The main list resumes, repeating the 4 entries before the break.
Screening CC(=O)c1c(C)[nH]c(C(=O)OCC(=O)N2CCc3ccccc32)c1C returned proCasp3 act -3.7, PP1 counter 14.2, CTSL1 counter 0.6, PP5 primary 4.0, HCV core dimer 15.1, proCasp7 act -1.4, Efflux pump inh 0.3 and TPT1 inhibitor 3.7.
O=C(COC(=O)CCS(=O)(=O)c1ccccc1)Nc1cc(S(=O)(=O)N2CCCCC2)ccc1Cl was read as proCasp3 act -12.5, PP1 counter 1.5, GASC-1 inh 13.9, CTSL1 counter -39.7, PP5 primary 0.2, HCV core dimer 6.6, proCasp7 act 11.8, Efflux pump inh -0.1 and TPT1 inhibitor -2.4.
Screening C/C(=N\NC(=O)c1c(Cl)cnn1C)c1cccc(NC(=O)C(C)C)c1 returned proCasp3 act 4.6, PP1 counter -1.9, GASC-1 inh -12.9, CTSL1 counter 0.9, PP5 primary 1.9, HCV core dimer -5.4, proCasp7 act 5.2, Efflux pump inh 0.1 and TPT1 inhibitor 0.4.
`CCOC(=O)Nc1ccc(S(=O)(=O)N(C)C(C)C)cc1` gave proCasp3 act -5.1, PP1 counter -2.4, GASC-1 inh -0.3, CTSL1 counter -2.8, PP5 primary 2.8, HCV core dimer 0.7, proCasp7 act -4.8, Efflux pump inh 0.0 and TPT1 inhibitor 4.0.
Screening COc1cccc(C2CC(c3ccc(NS(C)(=O)=O)cc3)=NN2C(=O)c2ccccc2)c1OC (configuration not stated) returned proCasp3 act 3.1, PP1 counter -0.9, GASC-1 inh 0.3, CTSL1 counter 0.0, PP5 primary 3.0, HCV core dimer 2.1, proCasp7 act 3.2, Efflux pump inh 0.1 and TPT1 inhibitor 4.3.
Screening CCOC(=O)N1CCC(NC(=O)c2ccc(CNS(=O)(=O)c3ccc(F)cc3)cc2)CC1 returned proCasp3 act -4.2, PP1 counter -3.9, GASC-1 inh 0.3, CTSL1 counter 1.8, PP5 primary -0.2, HCV core dimer 2.1, proCasp7 act 11.6, Efflux pump inh -0.1 and TPT1 inhibitor 0.3.
Screening CCOC(=O)C1(C)Oc2cccnc2NC1=O (configuration not stated) returned proCasp3 act 4.7, PP1 counter -3.3, GASC-1 inh -1.2, CTSL1 counter -2.2, PP5 primary 0.6, HCV core dimer 0.9, proCasp7 act 2.3, Efflux pump inh 0.1 and TPT1 inhibitor 2.5.
CCC/C(=N/NC(=O)c1ccccc1Cl)c1ccccc1 was read as proCasp3 act 0.2, PP1 counter 4.5, GASC-1 inh -12.6, CTSL1 counter -2.9, PP5 primary 0.4, HCV core dimer -4.7, proCasp7 act -7.7, Efflux pump inh 0.1 and TPT1 inhibitor -2.1.
For O=C(NCC1([N+](=O)[O-])CN(C(=O)c2ccccc2)CN(C(=O)c2ccccc2)C1)c1ccccc1 the results were proCasp3 act 2.1, PP1 counter 1.6, GASC-1 inh 10.1, CTSL1 counter 3.8, PP5 primary 1.0, HCV core dimer 1.8, proCasp7 act 4.4, Efflux pump inh 0.1 and TPT1 inhibitor 0.7.
Screening CN(NC(=O)c1ccc(Cl)cc1Cl)C1=NS(=O)(=O)c2ccccc21 returned proCasp3 act -3.8, PP1 counter -3.1, GASC-1 inh 4.5, CTSL1 counter -1.4, PP5 primary 2.2, HCV core dimer -31.0, proCasp7 act -3.6, Efflux pump inh -0.1 and TPT1 inhibitor 0.6.
Screening CC1=NN(c2ccccc2)C(=O)/C1=C\c1cc(C)n(-c2cccnc2)c1C returned proCasp3 act -9.7, PP1 counter 0.5, GASC-1 inh 2.2, CTSL1 counter 4.0, PP5 primary -0.9, HCV core dimer -8.3, proCasp7 act -8.9, Efflux pump inh -0.2 and TPT1 inhibitor -6.4.
Screening CCOC(=O)CC1C(=O)NCCN1C(=O)c1cc2c(=O)n3cccc(C)c3nc2s1 (configuration not stated) returned proCasp3 act 0.4, PP1 counter -0.9, GASC-1 inh 9.2, CTSL1 counter 9.1, PP5 primary 1.1, HCV core dimer 4.4, proCasp7 act 1.7, Efflux pump inh -0.1 and TPT1 inhibitor -0.8.
`COc1ccc(C(=O)CC(=O)c2ccccc2)cc1` gave proCasp3 act -28.3, PP1 counter -0.8, GASC-1 inh -13.3, CTSL1 counter 1.7, PP5 primary -2.8, HCV core dimer 3.9, proCasp7 act -13.5, Efflux pump inh 0.0 and TPT1 inhibitor 1.9.
`Cc1cccc(NC(=O)CSc2nnc(NC(=O)c3ccco3)s2)c1` gave proCasp3 act -8.9, PP1 counter -1.6, GASC-1 inh -4.6, CTSL1 counter -2.9, PP5 primary 2.1, HCV core dimer -4.5, proCasp7 act 14.1, Efflux pump inh -0.1 and TPT1 inhibitor -3.6.
COc1ccc(OC)c(NC(=O)Cn2c(CCC(=O)O)ccc2-c2ccccc2)c1 was read as proCasp3 act -10.4, PP1 counter -3.1, GASC-1 inh 14.0, CTSL1 counter -1.4, PP5 primary 2.0, HCV core dimer -0.5, proCasp7 act 1.9, Efflux pump inh 0.1 and TPT1 inhibitor -0.4.
`CCCCCCCCn1c(=O)c(C(=O)OCC)c(O)c2ccccc21` gave proCasp3 act 4.2, PP1 counter -0.2, GASC-1 inh -10.8, CTSL1 counter 6.3, PP5 primary 1.3, HCV core dimer 8.8, proCasp7 act 2.7, Efflux pump inh 0.2 and TPT1 inhibitor -1.9.
For COc1ccc(OCc2cc(C(=O)N3CCCN(C(C)=O)CC3)no2)c(Cl)c1 the results were proCasp3 act 6.7, PP1 counter -3.0, GASC-1 inh 6.1, CTSL1 counter -5.8, PP5 primary -0.9, HCV core dimer -6.8, proCasp7 act 9.6, Efflux pump inh 0.2 and TPT1 inhibitor 3.2.
`CCn1c(NCc2c[nH]c3ccccc23)nc2ccccc21` gave proCasp3 act -10.8, PP1 counter -3.3, GASC-1 inh -8.9, CTSL1 counter -5.0, PP5 primary 0.6, HCV core dimer -3.4, proCasp7 act 14.1, Efflux pump inh 0.1 and TPT1 inhibitor -0.5.
